Source: PubChem (The Scripps Research Institute Molecular Screening Center)
ZTA DNA inh: counter-screen for EBNA-1 inhibitors: inhibitors of Epstein-Barr virus ZTA. P03206. ZTA-DNA binding, fluorescence polarization. inhibition, % at 11 µM. hit rate 0.15% among 320,000. AID 2234; in the data active means inhibition above about 33%
Target sequence (P03206 whole entry, looked up): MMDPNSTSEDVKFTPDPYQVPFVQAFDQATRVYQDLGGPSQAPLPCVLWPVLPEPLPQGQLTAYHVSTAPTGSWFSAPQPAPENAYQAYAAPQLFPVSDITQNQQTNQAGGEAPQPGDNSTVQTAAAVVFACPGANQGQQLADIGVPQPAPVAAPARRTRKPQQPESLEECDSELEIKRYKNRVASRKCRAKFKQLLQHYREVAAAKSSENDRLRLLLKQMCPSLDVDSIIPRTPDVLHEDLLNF
PAFAH2 FP inh: PAFAH2 (human) inhibition | recombinant PAFAH2, FP-rhodamine activity probe, fluorescence polarization | hit rate 0.99% among 340,000 | inhibition, % at 3.39 µM;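 active means inhibition above the mean over all tested compounds plus 3 SD, cut at about 30% in these data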;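 further: inhibitors block probe labeling of enzyme so polarization drops; 0% = enzyme with DMSO and 100% = wells lacking PAFAH2 protein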
EBNA-1 inhibitor: blocks EBNA-1 binding to DNA | EBNA-1 DNA binding, fluorescence polarization | AID 1950 | hit rate 0.34% among 300,000 | inhibition, % at 14.8 µM; in the data active means inhibition above about 28%
LYPLA2 inh: LYPLA2 (human) inhibition in PME1 counter-screen. inhibition, % at 5.9 µM. O95372. hit rate 0.38% among 320,000. recombinant LYPLA2, FP-Rh probe fluorescence polarization;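 active means inhibition above the screen-wide mean plus 3 SD, limit set per campaign, cut at about 26% in these data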;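 further: 0% = LYPLA2 with DMSO and 100% = wells lacking LYPLA2 enzyme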
Target sequence (O95372 whole entry, looked up): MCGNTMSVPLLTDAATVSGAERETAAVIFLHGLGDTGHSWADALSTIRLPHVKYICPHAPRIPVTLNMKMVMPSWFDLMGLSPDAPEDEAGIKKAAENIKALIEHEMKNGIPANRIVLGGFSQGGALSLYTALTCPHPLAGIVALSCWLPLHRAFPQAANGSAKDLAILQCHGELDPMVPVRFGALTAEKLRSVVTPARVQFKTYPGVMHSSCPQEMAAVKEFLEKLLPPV
LYPLA1 inh: counter-screen for PME1 inhibitors: inhibitors of human LYPLA1; AID 2174; inhibition, % at 5.9 µM; recombinant LYPLA1, FP-Rh probe fluorescence polarization; hit rate 0.16% among 320,000;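 active means inhibition above the mean of all tested compounds plus 3 SD, set per campaign, cut at about 14% in these data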;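 further: inhibitors block serine hydrolase probe labeling of LYPLA1 so polarization falls; 0% = enzyme with DMSO and 100% = wells lacking LYPLA1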
PAFAH1B3 FP inh: PAFAH1B3 (human) inhibition; Q15102; recombinant PAFAH1B3, FP-rhodamine probe, fluorescence polarization; inhibition, % at 3.39 µM; hit rate 0.28% among 340,000; AID 492972;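 active means inhibition above the screen-wide average of all tested compounds plus 3 SD, cut at about 25% in these data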;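 further: 0% = enzyme with DMSO only and 100% = wells lacking PAFAH1B3 protein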
Target sequence (Q15102 whole entry, looked up): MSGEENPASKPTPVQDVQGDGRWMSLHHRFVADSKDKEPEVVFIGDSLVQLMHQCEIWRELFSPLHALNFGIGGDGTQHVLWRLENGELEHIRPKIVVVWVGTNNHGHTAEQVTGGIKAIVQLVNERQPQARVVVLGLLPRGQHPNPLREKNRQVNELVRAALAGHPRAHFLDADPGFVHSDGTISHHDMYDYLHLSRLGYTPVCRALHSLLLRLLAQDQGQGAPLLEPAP
PREPL inh: human PREPL enzyme inhibition; AID 2751; inhibition, % at 5.96 µM; recombinant PREPL, fluorescence polarization activity-based probe; hit rate 0.68% among 320,000; in the data active means inhibition above about 43%;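 further: 0% = enzyme with DMSO and 100% = wells lacking enzyme; many of its hits are not listed in these tables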
GSTO1 inh: blocks human GSTO1 in RBBP9 counter-screen. P78417. recombinant GSTO1, activity-based probe fluorescence polarization. inhibition, % at 5.96 µM. hit rate 1.1% among 300,000. AID 1974;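 active means inhibition above the campaign mean inhibition plus 3 SD, cut at about 35% in these data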;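 further: 0% = GSTO1-1 with DMSO and 100% = wells lacking GSTO1-1 enzyme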
Target sequence (P78417 whole entry, looked up): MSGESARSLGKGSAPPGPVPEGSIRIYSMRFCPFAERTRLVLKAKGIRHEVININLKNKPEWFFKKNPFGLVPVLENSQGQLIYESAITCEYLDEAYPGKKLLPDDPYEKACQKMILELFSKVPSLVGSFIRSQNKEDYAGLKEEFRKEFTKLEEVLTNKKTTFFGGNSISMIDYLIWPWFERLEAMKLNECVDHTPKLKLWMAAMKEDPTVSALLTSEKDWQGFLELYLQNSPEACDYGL
PAD4 inh: inhibitors of human PAD4. Q9UM07. recombinant PAD4, RCA probe fluorescence polarization. inhibition, % at 6.36 µM. hit rate 0.41% among 330,000;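 active means percent inhibition above a cutoff equal to the mean of all tested compounds plus 3 SD, cut at about 15% in these data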;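 further: 0% = PAD4 with RCA probe and DMSO and 100% = probe without PAD4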
* = called active by the depositor; . = not tested or not shown. Only part of the results is shown; rates above refer to the full screens.

SMILES | ZTA DNA inh | PAFAH2 FP inh | EBNA-1 inhibitor | LYPLA2 inh | LYPLA1 inh | PAFAH1B3 FP inh | PREPL inh | GSTO1 inh | PAD4 inh
Nc1ccc2nc(SCc3ccc([N+](=O)[O-])cc3)sc2c1 | 4 | -2 | 10 | 6 | -3 | 7 | 40 | 1 | 0
O=C1OCC(CO)(CO)N=C1NNc1ccccc1Cl | 22 | 4 | 12 | -7 | -1 | 6 | 0 | 2 | -5
Cc1ccccc1CSc1ncc(C#N)c(N)n1 | -3 | -12 | -5 | -5 | -3 | -2 | 4 | -10 | -3
CN(C)CCC(=O)c1ccc(Cl)cc1 | 15 | 1 | 0 | -2 | 2 | 12 | -19 | -25 | -3
CC1(C)CC(=O)C(N=Nc2c(Cl)cc(Cl)cc2Cl)=C(O)C1 | -7 | -6 | -7 | 4 | 1 | -5 | 0 | 11 | -3
Cc1ccc(SCCNC(=O)CN(c2ccc3c(c2)OCO3)S(C)(=O)=O)cc1 | -1 | 4 | 8 | -2 | 1 | -3 | -1 | 7 | 0
CC(=O)Nc1nc2c(s1)C(=O)NCCC2 | -2 | 3 | -9 | 1 | 1 | 8 | -7 | 14 | -3
CCOC(=O)c1cc(CC)sc1NC(=O)CN1C(=O)C(=O)N(CC(C)C)C1=O | 4 | 4 | -16 | -9 | -2 | 8 | 1 | -1 | -1
CN(CC(=O)Nc1ccccc1C(F)(F)F)C(=O)COc1ncnc2ccccc12 | -9 | 2 | -5 | 1 | -2 | 4 | 4 | 0 | -3
Cc1ccc(S(=O)(=O)Nc2ccc(-n3cnnn3)cc2)cc1 | -2 | -9 | -12 | -1 | 1 | 1 | 0 | -4 | 1

The closing 2 entries of the part before are carried over, then new ones follow:
SMILES | ZTA DNA inh | PAFAH2 FP inh | EBNA-1 inhibitor | LYPLA2 inh | LYPLA1 inh | PAFAH1B3 FP inh | PREPL inh | GSTO1 inh | PAD4 inh
CN(CC(=O)Nc1ccccc1C(F)(F)F)C(=O)COc1ncnc2ccccc12 | -9 | 2 | -5 | 1 | -2 | 4 | 4 | 0 | -3
Cc1ccc(S(=O)(=O)Nc2ccc(-n3cnnn3)cc2)cc1 | -2 | -9 | -12 | -1 | 1 | 1 | 0 | -4 | 1
CCCCOC(=O)c1ccc(NC(=O)c2ccc(F)cc2F)cc1 | -1 | -4 | 8 | 1 | -2 | -2 | -4 | 1 | -1
CCC(=O)Nc1ccc(CCC(=O)N2CCCC2)cc1 | -7 | 11 | 0 | 2 | 0 | 10 | 3 | -2 | -3
CCOC(=O)c1cnc2oc3ccccc3n2c1=O | 2 | 4 | -6 | -6 | -2 | 0 | 20 | 0 | -7
CS(=O)(=O)N(CC(O)CON=C1c2ccccc2-c2ccccc21)c1ccc(F)cc1 (stereo not drawn) | 4 | 2 | -3 | -9 | -6 | 4 | -2 | -5 | 3
CCOc1cc2[nH]c(=S)n(CCCN3CCOCC3)c(=O)c2cc1OCC | -11 | -1 | -13 | 8 | 3 | 3 | 8 | 7 | 1
CNC[C@H]1Oc2ccc(NC(=O)Nc3ccc4c(c3)OCO4)cc2C(=O)N([C@H](C)CO)C[C@@H]1C | . | -4 | . | . | . | 13 | 28 | . | -4
COc1ccccc1C(CNC(=O)c1ccc(C)c(S(=O)(=O)N2CCCCC2)c1)N(C)C (stereo not drawn) | -1 | 14 | . | -6 | 0 | 4 | 7 | . | -5
COc1cccc(-c2sc3ccc(OC)cc3c2C#CCC(C)O)c1 (stereo not drawn) | 9 | -4 | . | -23 | -13 | 6 | 6 | . | -5
CN1CC(=O)N2Cc3[nH]c4ccccc4c3C[C@H]2C1=O | -22 | 7 | -16 | 4 | 3 | 13 | 3 | 8 | 3
S=C(NC1CCCC1)N1CCN(c2cccc(Cl)c2)CC1 | -1 | 0 | 4 | -2 | 3 | -11 | -8 | 5 | -2
Cc1ccccc1NN=Nc1nc2c([nH]1)c(=O)n(C)c(=O)n2C | 3 | 5 | 2 | -1 | -1 | 1 | -5 | -2 | -9
Cn1c(Sc2ccc(Br)cc2)c(C=O)c2ccccc21 | 13 | -3 | 9 | 2 | -6 | 0 | -6 | -5 | -3
Cc1cc(C)n2nc(CNS(=O)(=O)c3ccc(F)c(C)c3)nc2n1 | 8 | 7 | 4 | 7 | 2 | 0 | -3 | 6 | -2
C/C(CC(=O)Nc1ccc(Cl)c(C(F)(F)F)c1)=N\NC(=O)c1cccc(O)c1 | 19 | 3 | 8 | -7 | -7 | 10 | -5 | -3 | 1
COC(=O)c1ccc(NC2=CC(=O)CC(C)(C)C2)cc1 | -5 | 2 | -24 | 7 | 8 | 0 | 11 | 5 | -6
CSc1ccc(C#N)cc1NC(=O)c1ccccc1C | -10 | 3 | -9 | -7 | 0 | 5 | 21 | 1 | -3
CC1CCc2c(sc(NC(=O)c3cccs3)c2C(=O)O)C1 (stereo not drawn) | -5 | 5 | -15 | -1 | -2 | 5 | 4 | -70 | -5
CC(=O)c1cc(C#N)c(SCc2ccncc2)nc1C | -13 | 2 | -9 | 5 | 0 | -3 | 5 | -1 | 2
CC1(C)CC(=O)C2=C(C1)OC(=O)CC2c1cccs1 (stereo not drawn) | 11 | 0 | -1 | -1 | 1 | 8 | -3 | 11 | 3
CN1CCN(C(=O)/C(=C\c2cccnc2)NC(=O)c2cccc(Br)c2)CC1 | -10 | -11 | 1 | 1 | 0 | 2 | 11 | 5 | -2
OCC[C@@H]1C[C@H](O)[C@@H](O)[C@@]2(OCCc3ccccc32)O1 | 2 | -3 | 4 | 3 | 1 | -1 | -1 | 3 | 1
CCOC(=O)c1nc2sc3c(c2c(=O)n1C(C)C(=O)OCC)CCCC3 (stereo not drawn) | 2 | 4 | -9 | -3 | -6 | 5 | 11 | -12 | -7
O=C(C1CCN(S(=O)(=O)N2CCOCC2)CC1)N1CCN(c2ccccc2F)CC1 | -12 | -5 | -8 | 9 | -1 | 14 | 11 | 3 | -4
COc1ccc(C2C(C(=O)N3CCCC3)c3cc(OC)c(OC)cc3C(=O)N2C)cc1 (stereo not drawn) | 1 | 3 | -12 | -3 | -3 | -6 | -5 | 2 | -2
COc1ccc(Cl)cc1NC(=O)C1CCCN(S(C)(=O)=O)C1 (stereo not drawn) | -2 | 8 | 0 | 3 | -3 | 4 | 5 | -3 | 0
COc1ccccc1CNc1ncnc2cc(OC)c(OC)cc12 | 15 | 6 | 3 | -1 | -3 | 6 | 3 | 4 | 2
CCSc1cnn(-c2ccccc2)c(=O)c1Cl | 12 | 2 | 4 | 3 | 2 | -29 | 1 | -6 | 1
Cn1c(=O)c2c(nc(NCc3cccnc3)n2Cc2cccc(C(F)(F)F)c2)n(C)c1=O | -5 | 0 | -2 | 0 | 1 | 6 | 12 | 3 | -3
Cc1c(CCOC(=O)CC23CC4CC(CC(C4)C2)C3)sc[n+]1CC(=O)c1ccc(Br)cc1 | 9 | 2 | -5 | 13 | -2 | -2 | 37 | -9 | -5
Cc1ccc(CNC(=O)CCCNC(=O)c2ccc(Cl)cc2)n1C | 17 | -3 | 4 | 2 | 1 | 2 | 6 | -3 | -6
O=C(CNC(=O)c1ccc(OC(F)F)cc1)NCC1CCCO1 (stereo not drawn) | 11 | 2 | 6 | -5 | 0 | 7 | -4 | 8 | -1
C[C@H](CO)N1C[C@H](C)[C@@H](CN(C)S(=O)(=O)c2cccs2)Oc2ccc(NC(=O)Cn3cnnn3)cc2C1=O | . | -1 | . | . | . | 8 | 7 | . | -3
CN(CC(=O)Nc1ccc(F)cc1)C(=O)c1ccc(-c2ccc(Cl)cc2)o1 | 2 | -3 | -5 | -8 | -4 | 0 | -9 | 1 | -5
CC(=O)N(C)c1ccc(N2CCOCC2)c2c1C(=O)c1ccccc1C2=O | 5 | -2 | -8 | 4 | 4 | 4 | -5 | 8 | 0
Cc1cc2oc(=O)cc(Cn3ccnc3)c2cc1Cl | -2 | 0 | 3 | 8 | 4 | 8 | -40 | 4 | 5
COc1ccc(CCNC(=S)NC(=O)c2ccc(Br)cc2)cc1OC | 0 | -4 | -7 | 0 | 0 | 1 | -23 | -4 | -5
CC1CC(C)(C)CC2(C1)NC(=O)N(CC(=O)NCc1ccccc1F)C2=O (stereo not drawn) | 3 | -1 | 1 | -4 | 0 | 8 | -16 | -5 | -4
Cc1ccc2c(c1)N(S(=O)(=O)c1ccc(CN3C(=O)c4cccnc4C3=O)s1)CCO2 | 1 | 5 | 2 | 6 | 3 | 3 | 7 | 10 | 0
Cc1oc(-c2ccc(Cl)cc2)nc1CN1CCCC(C(=O)NCc2ccccn2)C1 (stereo not drawn) | 12 | -5 | 12 | -3 | -2 | 7 | -11 | 0 | 1
CC(C)c1ccc2[nH]c(O)c(N=NC(=O)c3cccc(S(=O)(=O)Nc4cccc(Cl)c4)c3)c2c1 | 10 | -3 | -1 | -10 | -3 | 9 | -4 | -13 | 0
N#C/C(=C\c1cn(Cc2ccccc2C#N)c2ccccc12)C(=O)NCc1cccs1 | -14 | . | 31* | -4 | 5 | . | 8 | 7 | -1
NCCCC[C@@H](C(=O)NCCCCCCCCCCC(=O)N1CCNCC1)n1cc(CCCC(=O)O)nn1 | 11 | 5 | 4 | 5 | 2 | 4 | -1 | 12 | 4
Cc1cc(C)cc(NC(=O)CNC(c2ccccc2)c2ccccc2)c1 | -5 | -1 | 2 | -2 | -3 | 0 | 0 | 1 | 4
COc1cccc(CC(=O)Nc2ccc3nc(C)sc3c2)c1 | -30 | -3 | 5 | 9 | 5 | 1 | 0 | 3 | 2
COc1ccc(COC(=O)Nc2cn(C)nc2C(F)(F)F)cc1 | 6 | 2 | -4 | -2 | -2 | 0 | -2 | 1 | -2
CCc1ccc(NC(=O)CSc2nc3ccccc3nc2N2CCCCC2)cc1 | 2 | -9 | 9 | 0 | -1 | 3 | -8 | 1 | 2
O=C(CN(C(=O)c1ccc(Cl)cc1Cl)N1C(=O)C2C3C=CC(C3)C2C1=O)c1ccc(F)cc1 (stereo not drawn) | -1 | 0 | 3 | 7 | 4 | 1 | -6 | -6 | 5
Cc1ccc(C23CC4CC(CC(C(=O)OCC(=O)N(C)C)(C4)C2)C3)cc1 | -1 | -1 | -1 | 0 | -3 | 5 | -5 | -2 | 4
COc1ccc(OC)c(C(=O)c2coc3cc(Br)c(O)c(Br)c23)c1 | 5 | 11 | -9 | 2 | -2 | 2 | 0 | 30 | 5
O=C(c1ccc(CS(=O)(=O)c2ccccc2)o1)N1CCN(c2ccccc2)CC1 | 13 | 5 | 9 | 1 | 0 | 6 | 6 | 7 | 3

The list continues:
SMILES | ZTA DNA inh | PAFAH2 FP inh | EBNA-1 inhibitor | LYPLA2 inh | LYPLA1 inh | PAFAH1B3 FP inh | PREPL inh | GSTO1 inh | PAD4 inh
COc1ccccc1C(=O)NCCC(=O)N1CCCC(C)C1 (stereo not drawn) | -6 | -1 | -8 | -9 | -3 | -2 | 5 | 4 | -5
CCOC(=O)c1c(NC(=O)CN2CCCCC2)sc2c1CCCC2O (stereo not drawn) | -15 | 3 | -3 | -3 | 0 | 4 | 4 | 12 | -2
COc1ccc(CCNC(=O)CN2C(=O)NC(C)(c3ccc([N+](=O)[O-])cc3)C2=O)cc1 (stereo not drawn) | -6 | -3 | -14 | 1 | 2 | 0 | -7 | 2 | -2
COCn1c(COc2ccc3ccccc3c2)nc2ccccc21 | -4 | 2 | 0 | 2 | -5 | 3 | 2 | 2 | -2
COc1ccccc1NC(C)C(=O)N/N=C/c1ccccc1OCc1cccc(Br)c1 (stereo not drawn) | -43 | 3 | -3 | 5 | -4 | 13 | 26 | -1 | 5
CC(C)NC(=O)c1cc(-c2ccco2)on1 | -23 | -4 | 6 | 6 | -2 | 5 | 6 | 2 | 3
N=C1C(c2nc(-c3ccc(F)cc3)cs2)=C(O)CN1CCCN1CCOCC1 | 0 | 38* | 1 | 5 | 2 | 7 | 42 | 0 | 0
